# IEC-6 cytotox: IEC-6 cytotoxicity, counter-screen for KLF5 inhibitors | AID 1825 | 290,000 compounds, 0.78% hits | inhibition, % at 5 µM | luminescence viability; in the data active = inhibition above about 22%;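 note: 0% = plate median of test compound wells and 100% = cytotoxic reference compound wells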
# aSyn 5UTR inh: 5' untranslated region of α-synuclein, MLPCN primary screen | 300,000 compounds, 0.82% hits | AID 1813 | inhibition, % (tested at 7.5 µM) | alpha-synuclein 5'UTR reporter, inhibitor activity; in the data active = inhibition above about 60%;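 note: H4 neuroglioblastoma cells stably carrying SNCA 5'UTR luciferase fusion; 0% = DMSO wells and 100% = positive control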
# KLF5 inhibitor: suppresses KLF5 promoter-driven expression | DLD-1 KLF5 promoter-luciferase reporter, luminescence | inhibition, % at 5 µM | 290,000 compounds, 0.23% hits | AID 1700;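 active = inhibition above a per-plate limit of that plate's mean compound inhibition plus 3 SD, cut at about 60% in these data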;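 note: 0% = DMSO wells and 100% = LY294002 at 200 µM; higher means less KLF5 promoter-driven luciferase light; inactives centre near -14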
# HSF1 inh: HSF1 inhibition; NIH3T3-HGL HSE-luciferase, MG132-induced, luminescence 8 h; active compounds read low; AID 2098; 300,000 compounds, 0.77% hits; activity change, negative = inhibition, % at 7.5 µM (by protocol);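 active = more than half of replicate wells show activity change below -50%, luminescence cut by over half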;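 note: luciferase reports HSF-1 transcriptional activity via heat shock element; 0% = median of DMSO wells and -100% = zero luminescence signal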
# Platelet DG rel: modulates dense granule release in human platelets. human platelet-rich plasma, SFLLRN dense granule ATP release, luminescence. inhibition, %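 (compounds screened at 7.5 µM in platelet-rich plasma)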. 300,000 compounds, 0.22% hits. AID 1663;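 active = mean replicate score, as percent of positive control, at or above 50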
# HSP90 inh: blocks HSP90-mediated luciferase refolding in reticulocyte lysate; AID 1789; 290,000 compounds, 0.91% hits; Rabbit reticulocyte lysate, luciferase refolding luminescence, 3 h; inhibition, % at 5.6 µM;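 active = inhibition above the screen-wide mean plus 3 SD, computed separately per campaign, cut at about 16% in these data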;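 note: 0% = DMSO wells and 100% = 60 µM geldanamycin wells; inhibitors lower the luminescence because luciferase stays unfolded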
# GSK3B inh: blocks human GSK3beta kinase activity. 300,000 compounds, 0.038% hits. GST-GSK3beta kinase, ADP-Glo luminescence, 60 min; active compounds read low. P49841. activity score (negative = inhibition), % at 10 µM;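 active = more than half of replicate wells score below -50%, meaning over 50% inhibition versus plate controls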;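 note: 0% = median DMSO wells and -100% = median GW8510 positive control wells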
# Target sequence (P49841 whole entry, looked up): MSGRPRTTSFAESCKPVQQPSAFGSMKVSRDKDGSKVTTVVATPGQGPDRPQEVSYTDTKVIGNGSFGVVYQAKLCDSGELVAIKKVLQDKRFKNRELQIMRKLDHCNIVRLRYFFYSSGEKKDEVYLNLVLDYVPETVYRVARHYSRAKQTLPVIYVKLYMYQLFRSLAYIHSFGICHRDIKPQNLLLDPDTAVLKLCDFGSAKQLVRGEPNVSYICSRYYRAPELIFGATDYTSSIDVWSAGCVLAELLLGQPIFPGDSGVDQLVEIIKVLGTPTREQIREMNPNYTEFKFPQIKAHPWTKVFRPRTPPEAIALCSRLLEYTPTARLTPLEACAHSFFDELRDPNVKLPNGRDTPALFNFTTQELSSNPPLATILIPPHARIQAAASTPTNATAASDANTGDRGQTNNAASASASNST
#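 Test system: GST-fused GSK3beta enzyme, cell-free | Quantity: 1.6 ng GST-GSK3beta enzyme per well | Reagent: 25 µM ATP with peptide substrate | Schedule: 60 min enzyme reaction, room temperature | Signal: Luminescent ADP-Glo measurement of ADP formed | Read-out basis: Score relative to plate controls | Control set: DMSO and 20 µM GW8510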
# HSF-1 act: increases HSF-1 driven luciferase reporter signal; activation, % at 9 µM; NIH3T3-HGL HSF-1 luciferase reporter, MG132, 8 h; 100% = twice DMSO control signal; AID 504408; 300,000 compounds, 1.7% hits;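 active = mean replicate activation of at least 50% with a set share of replicates each reaching 50%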;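 note: 0% = median of the neutral control wells and 100% = twice that signal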
# Dyrk1A ADPGlo: Dyrk1A (rat) kinase inhibition; AID 504441; 310,000 compounds, 0.43% hits; ADP-Glo luminescence, NFATc1 peptide; Q63470; inhibition, % at 12.5 µM; in the data active = inhibition above about 50%;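 note: plate controls were vehicle with enzyme for no effect and no enzyme for full effect; many of its hits are not listed in these tables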
# GSK3A inh: blocks human GSK-3 alpha kinase; P49840; ADP-Glo luminescence, 60 min; inhibition, % at 10 µM; 320,000 compounds, 0.1% hits;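 in the data active = inhibition above about 50%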;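 note: GST-tagged GSK-3 alpha with peptide substrate and 25 µM ATP; 0% = DMSO neutral wells and 100% = GW8510 positive control wells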
# Target sequence (P49840 whole entry, looked up): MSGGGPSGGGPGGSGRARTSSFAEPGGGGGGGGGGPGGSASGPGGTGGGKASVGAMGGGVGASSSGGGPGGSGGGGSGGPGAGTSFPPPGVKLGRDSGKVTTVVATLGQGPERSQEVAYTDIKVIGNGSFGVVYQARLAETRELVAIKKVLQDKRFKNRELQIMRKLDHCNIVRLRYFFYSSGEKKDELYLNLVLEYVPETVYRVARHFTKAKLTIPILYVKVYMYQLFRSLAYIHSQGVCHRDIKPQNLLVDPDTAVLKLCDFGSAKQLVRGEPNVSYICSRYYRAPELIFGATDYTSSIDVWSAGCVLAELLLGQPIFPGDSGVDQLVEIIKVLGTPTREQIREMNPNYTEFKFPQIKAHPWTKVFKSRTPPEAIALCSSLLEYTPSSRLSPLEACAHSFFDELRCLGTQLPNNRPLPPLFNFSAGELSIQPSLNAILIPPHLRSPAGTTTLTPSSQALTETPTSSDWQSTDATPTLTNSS
# * marks the source's active call; other numbers are inactive results; nt = no result given. An excerpt; the hit share may differ from the screen's.
SMILES,IEC-6 cytotox,aSyn 5UTR inh,KLF5 inhibitor,HSF1 inh,Platelet DG rel,HSP90 inh,GSK3B inh,HSF-1 act,Dyrk1A ADPGlo,GSK3A inh
COc1cc(CC(=O)N(C)CC(=O)Nc2ccc(Cl)c(C(F)(F)F)c2)cc(OC)c1OC,2,9,-14,-3,-18,0,5,-2,-4,-2
Cc1cc(C=O)c(C)n1-c1ccc(Oc2ccc([N+](=O)[O-])cn2)cc1,4,-1,26,-6,-11,-5,4,4,-6,-3
CC(=O)Nc1ccc(S(=O)(=O)NCc2nnnn2-c2ccc(Cl)cc2)cc1,nt,-3,nt,7,3,nt,2,0,9,1
Cc1ccc(C(=O)C2=C(O)C(=O)N(Cc3cccnc3)C2c2ccc(Cl)cc2)o1 (centres undefined),-8,-19,-12,1,2,1,-1,4,1,-2
C/C(=N/NC(=O)CSc1nc2ccccc2n1C)c1ccco1,1,-8,2,-3,11,0,-1,9,-11,0
CSc1ccc(Cl)c(C(=O)N(C)CC(=O)Nc2ccc(N3CCOCC3)cc2)c1,nt,-4,nt,-5,-7,nt,6,-6,-5,-1
Cc1c(Cl)cccc1NC(=S)N/N=C/c1ccccc1Cl,-2,-10,-8,14,-16,2,0,27,nt,-1
Cc1ccccc1OCC(=O)Nc1ccc2c(c1)COC2=O,-8,-9,-14,10,1,-1,0,11,-1,2
COc1cc(OC)c(C(=O)Nc2cccc(C(C)=O)c2)cc1OC,-2,-78,-67,7,2,7,1,7,13,-2
CCOc1ccc(NC(=S)N2CCN(S(=O)(=O)c3ccccc3)CC2)cc1,-4,nt,-38,nt,nt,-2,-7,nt,-4,nt
Cc1ccc(S(=O)(=O)/N=C(\c2ccccc2)N(C)S(=O)(=O)c2ccc(C)cc2)cc1,-4,15,-33,16,-3,3,3,21,10,-2
O=C(NCCCCNC(=O)c1cccnc1)c1cccnc1,-2,-8,10,2,-7,-2,-1,6,4,-2
O=C(Nc1ccn(Cc2ccccc2)n1)c1ccc2c(c1)OCO2,-2,-171,-80,24,0,-2,-4,21,9,nt
Oc1ccccc1C=NC(c1ccccc1)C(O)c1ccccc1 (centres undefined),7,-18,-24,-2,1,0,1,-6,-3,-4
CCOc1cc(NC(=S)NC)c(OCC)cc1NC(=O)c1ccc(OC)cc1,2,-10,7,5,1,3,-4,10,10,0

# Not a retest: 2 of the compounds above.
SMILES,IEC-6 cytotox,aSyn 5UTR inh,KLF5 inhibitor,HSF1 inh,Platelet DG rel,HSP90 inh,GSK3B inh,HSF-1 act,Dyrk1A ADPGlo,GSK3A inh
Oc1ccccc1C=NC(c1ccccc1)C(O)c1ccccc1 (centres undefined),7,-18,-24,-2,1,0,1,-6,-3,-4
CCOc1cc(NC(=S)NC)c(OCC)cc1NC(=O)c1ccc(OC)cc1,2,-10,7,5,1,3,-4,10,10,0

# New compounds follow:
SMILES,IEC-6 cytotox,aSyn 5UTR inh,KLF5 inhibitor,HSF1 inh,Platelet DG rel,HSP90 inh,GSK3B inh,HSF-1 act,Dyrk1A ADPGlo,GSK3A inh
C/C(=N/NC(=O)c1ccco1)c1ccc(NC(=O)c2ccc(F)cc2)cc1,-4,-109,-94,20,7,-8,3,43,1,-3
COc1ccc(C2(CNC(=O)C(c3ccccc3)c3ccccc3)CCOCC2)cc1OC,7,20,-13,-4,10,1,2,-8,-3,-1
COc1ccc(/C=N\NC(=O)c2ccccc2)cc1COc1ccc(F)cc1,13,3,-6,16,23,9,2,18,-2,4
CCOC(=O)[C@@H]1[C@H]2COc3ccc(Br)cc3[C@@H]2N2C(=O)N(c3ccccc3)C(=O)[C@@]12C,-2,2,-8,7,2,-1,1,8,8,-2
Nc1c(C(=O)Nc2ccc3c(c2)OCCO3)nnn1Cc1ccc(Cl)cc1,nt,-212,nt,22,-3,nt,5,41,-5,0
CN(CC(=O)NCc1ccncc1)S(=O)(=O)c1ccc(Cl)cc1,1,-6,4,-2,-1,0,4,-9,-2,2
COc1ccc(NC(=S)N2CCN(CCN=CC3=C(O)CC(c4ccccc4)CC3=O)CC2)cc1 (centres undefined),-8,6,-2,7,-4,-1,-1,-5,-6,-1
C/C=C(\C)CN1CCN(c2cccc(C)c2C)CC1,0,-3,14,-8,4,2,2,-5,-4,0
O=C(Cc1cc(=O)[nH][nH]1)N/N=C/c1cccc2ccccc12,-2,12,-10,8,6,-1,-1,2,-2,-2
O=C(CSc1ccc(-c2cccs2)nn1)N1CCCCCC1,5,-71,2,2,-24,0,0,20,-8,-1
COc1ccc(C)cc1NC(=O)CN(C)S(=O)(=O)c1cnc[nH]1,2,18,-10,-1,-3,1,3,-17,-1,12
O=C(Nc1ccno1)Nc1ccc(Cl)cc1Cl,2,nt,-17,nt,nt,-1,-2,nt,-6,1
O=C(NCCS(=O)(=O)NC1CCCC1)c1ccc(F)cc1,nt,7,nt,-2,9,nt,1,-7,-5,-1
O=C(c1cccs1)N1CCN(Cc2ccccc2)CC1,1,-2,-14,0,11,-7,1,0,-3,nt
Cc1cccc(C)c1NC(=O)COn1nnc2ccc(C(F)(F)F)cc21,-4,8,-27,-4,-2,10,-3,-9,1,-1
COc1ccccc1N1CCN(S(=O)(=O)CCNC(=O)C2CCCC2)CC1,nt,1,nt,5,-3,nt,-1,23,0,0
CN(C(=O)C1CCC1C(=O)O)c1nc(-c2ccc(Cl)s2)cs1 (centres undefined),-3,-18,-29,2,5,5,3,18,nt,-4
O=C(CCCOc1ccc(Cl)cc1)Nc1nncs1,0,0,-22,7,5,5,1,33,1,1
CCCCCc1c(O)nc(SCCN(CC)CC)[nH]c1=O,0,-3,-23,-4,4,1,-5,8,-2,-1
COC(=O)c1sc2ccccc2c1NC(=O)c1ccc(S(=O)(=O)N2CCCC(C)C2)cc1 (centres undefined),-1,19,0,0,-5,-1,-4,-9,-1,-2
O=C(Nc1ccc(N2CCOCC2)cc1)c1ccc(COc2ccccc2)cc1,3,16,4,-4,0,-1,nt,4,19,-1
Cc1ccccc1C(=O)NCCSc1ccccc1,-1,-111,-130,29,2,3,4,54*,3,-1
Cc1cccc(NC(=O)C(=O)NCc2ccccn2)c1,1,-70,-43,10,0,-2,0,23,4,0
Cc1ccc2[nH]c3c(c2c1)CN(C(C)C)CC3,11,6,11,-3,-2,16*,0,-17,4,-3
CCOC(=O)c1cc(C(=O)OCC)cc(-n2c(C)cc(C(=O)CN3CCOCC3)c2C)c1,-5,-4,-11,-12,12,0,-3,-5,-3,-2
COc1ccc2[nH]c3c(=O)n(CCN4CCOCC4)cnc3c2c1,-2,-1,-7,-7,1,0,1,8,12,-2
COc1ccc(C(=O)Nc2c(-c3cccs3)c(=O)c3ccccc3n2C)cc1,6,-5,0,5,16,2,0,27,-2,3
Cc1ccccc1NS(=O)(=O)c1ccc(C(=O)NCCCN2CCCC2=O)cc1,nt,0,nt,0,0,nt,2,-4,0,1
C=CCNc1nc2c(c(=O)[nH]c(=O)n2C)n1CCCCC,-3,23,-4,-4,-30,7,-4,-7,-4,-1
Cc1nc2nc(C)c(NS(=O)(=O)c3ccc(Cl)s3)c(=O)n2[nH]1,4,14,-8,-1,20,-4,nt,16,-1,-1
O=C(C[n+]1ccc(-c2nnc3n2CCC3)cc1)c1ccc(Cl)cc1,-8,28,-10,4,24,2,0,-1,nt,-1
CC(C)(C)c1ccc(C(=O)NNc2ccc(F)cc2F)cc1,4,-42,-7,-4,0,-5,-2,-2,nt,-2
O=S(=O)(c1cnc[nH]1)N1CCc2ccccc21,2,12,-5,-6,nt,0,-4,9,0,0
CS(=O)(=O)c1ccc2nc(NC(=O)c3cccc([N+](=O)[O-])c3)sc2c1,6,-136,-103,15,37,-2,-2,23,34,-1
CC(NC(=O)c1ccc(Cl)cc1)c1nnc(SCc2ccc([N+](=O)[O-])cc2)n1C (centres undefined),-6,31,4,7,1,-3,1,18,4,2
CCC(=O)NC1OC(CO)C(O)C(O)C1O (centres undefined),0,7,3,15,-6,2,1,42,0,-1
COc1cc(NC(=O)c2ccc(Cl)cc2)c(OC)cc1NC(=O)CN1CCCCC1,13,-68,-11,18,2,3,0,19,-1,-2
O=C(Nc1ccc([N+](=O)[O-])cc1)c1cc(-c2ccccn2)nc2c(Cl)cccc12,0,2,5,14,-1,7,2,-2,nt,0
C=C(C(=O)O)C1CCC2(C)CCCC(C)(O)C2C1 (centres undefined),nt,0,nt,-3,2,nt,2,-7,1,3
Cc1ccc(-c2nc(N)n(C(=O)Cc3ccccc3)n2)cc1,-1,-26,-15,2,-2,3,0,0,-5,0
NC(=O)COC(=O)c1cc(S(=O)(=O)N2CCOCC2)ccc1N1CCCCC1,-5,-4,-16,1,18,-1,-5,-22,2,0
Cc1ccc(S(=O)(=O)N(CC(=O)N2CCc3ccccc3C2)c2cccc(Cl)c2)cc1,1,14,11,-3,-4,3,2,13,2,-1
O=C1CN=CN=CN1c1ccc(Cl)cc1Cl,-2,19,8,-4,-2,0,1,17,-31,-2
CCn1c2ccccc2c2cc(CN3CCN(Cc4cc(OC)ccc4O)CC3)ccc21,0,-21,-20,4,-6,3,2,13,2,19
CCCN(CC(=O)Nc1ccccc1OC)C(=O)CCCN1C(=O)c2ccccc2C1=O,nt,9,nt,-2,1,nt,0,-8,-3,0
CCOc1ccc(S(=O)(=O)NCCC(=O)N2CCCN(C)CC2)cc1,4,-10,-36,4,51*,1,4,12,-2,3
CC(=O)NCC(=O)N1CCCC(C(=O)c2ccc(-c3ccccc3)c(F)c2)C1 (centres undefined),4,12,-2,0,-4,-1,2,29,20,-1
O=C(C/C=N/OCc1c(Cl)cccc1Cl)c1ccccc1,-7,2,10,7,-1,-1,1,11,-4,-3
Cc1ccc2nc(SCC(=O)Nc3c(F)cccc3F)[nH]c2c1,1,-8,-8,-1,-2,4,-4,8,-1,-2
CCn1c(COc2ccc(C)cc2)nnc1SCC(=O)Nc1cc(OC)ccc1OC,5,27,-11,5,0,-1,4,23,2,-1
Cc1ccc(N(CC(=O)NC2CCCCC2)S(=O)(=O)c2c(C)nn(C)c2C)cc1,-7,16,-32,-4,3,-2,4,0,-2,-5
C=C(C)Cn1c(N2CCN(CC)CC2)nc2c1c(=O)[nH]c(=O)n2C,4,4,9,-3,5,-2,1,-6,56*,nt
COc1ccc2ccc(Oc3ncccn3)cc2c1,-11,-37,-29,0,-3,3,-4,1,12,-1
COc1cc2c(cc1OC)C(CC#N)=NC(C)(C)C2,0,23,-20,1,-2,0,-3,18,20,nt
CC(C)CNS(=O)(=O)c1cc(C(=O)O)c(Cl)cc1Cl,0,0,-2,-5,17,3,-1,-6,-4,-4
O=C(c1ccccn1)c1ccc2ccccc2n1,4,4,-7,34,-4,2,3,59*,nt,-4
Nc1nnnn1/N=C/c1ccc(Cl)cc1,-2,-12,-24,1,-6,-2,-2,-13,-9,-2
CC(C)n1c(=O)n(CC(=O)NCC2CCCO2)c(=O)c2c3c(sc21)COC(C)(C)C3 (centres undefined),4,1,-18,-4,-3,4,-1,-10,0,-2
CC(C)Oc1ccccc1C1CC(=O)Nc2c1c(=O)n(C)c(=O)n2C (centres undefined),4,0,12,-4,2,5,2,-3,nt,0
Cn1nc(CC(=O)Nc2ncc(Br)s2)c2ccccc2c1=O,3,27,-9,17,-2,-1,-7,37,2,0

# Screens from PubChem BioAssay.
